Compound activity deposited in PubChem by several laboratories.
NR2E3 ag-1 = NR2E3 agonists in two-hybrid cells, primary screen, cell-based, luminescence, CHO-S, Gal4-NCOR/VP16-NR2E3; Photoreceptor-specific nuclear receptor (Homo sapiens), Q9Y5X4; AID 602229, 2012; luciferase; inhibition of corepressor binding, % at 3.98 µM; hit rate 0.35% among 360,000;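 active = inhibition above the mean of all tested compounds plus 3 SD, cut at about 70% in these data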;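 also: 0% = DMSO with NR2E3 transfected cells and 100% = cells lacking NR2E3 construct; higher means lower luciferase signal from less NR2E3 corepressor binding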
HIF-2a inh = HIF-2a reporter inhibitors, primary screen, luminescence, 786-0 RCC cells; 786-0 RCC cells HIF-2a reporter, luciferase luminescence, overnight; inhibition, % at 18.8 µM; hit rate 0.72% among 360,000;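 active = inhibition of the luminescence signal of 40% or more relative to plate controls, in a single-dose primary screen at 18.75 µM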
CaV13 ICDI inh = Disruptors of the CACNA1D IQ motif to Ca2+-dependent inactivation inhibitor domain association, primary screening, Förster resonance energy transfer in intact living … | inhibition, % at 12.3 µM | HEK cells, CFP/YFP FRET ICDI-IQ, plate reader, 10 min; percent FRET-ratio fall versus neutral wells | hit rate 0.098% among 340,000 | AID 743397;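 active = mean replicate inhibition of at least 30% and at least 1% of replicates passing that level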;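 also: 0% = median of the neutral control wells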
NR2E3 ag-2 = inhibitors of NR2E3-RetCOR corepressor binding, primary screen, NR2E3 agonist project, biochemical, TR-FRET, GST-NR2E3, biotin-RetCOR; inhibition of corepressor binding, % at 4.78 µM; AID 2300, 2010; Photoreceptor-specific nuclear receptor (Homo sapiens), Q9Y5X4; hit rate 0.12% among 320,000; 1536-well;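 active = percent inhibition above the cutoff of mean plus 3 SD of all tested compounds, set per screening campaign, cut at about 20% in these data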;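 also: 0% = DMSO wells and 100% = biotin wells as full block of FRET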
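Test system – NR2E3–RetCOR corepressor complex · Quantity – NR2E3 fusion 1.35 nM · Buffer or medium – Tris pH 7.5 · Incubation – Compound–protein incubation for 5 h at 4 °C · Technique – TR-FRET, Eu(K)-anti-GST donor, streptavidin-D2 acceptor, ex 340, em 617/671 nm · Evaluation – percent inhibition of 671/617 nm emission ratio versus biotin and DMSO controls · Plate – 1536-well format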
PDI turbidity = inhibitors of human PDI, primary screen, biochemical, turbidity, single point, plate reader; hit rate 0.052% among 350,000; Protein disulfide-isomerase (Homo sapiens), P07237; inhibition, % at 10 µM; PDI insulin aggregation turbidity, A650, 90 min; AID 588391, 2011;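 active = mean inhibition across replicates of 30% or more, whatever share of single replicates reach that level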;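 also: absorbance from insulin aggregation driven by PDI reduction with DTT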
Target sequence (P07237 whole entry, looked up): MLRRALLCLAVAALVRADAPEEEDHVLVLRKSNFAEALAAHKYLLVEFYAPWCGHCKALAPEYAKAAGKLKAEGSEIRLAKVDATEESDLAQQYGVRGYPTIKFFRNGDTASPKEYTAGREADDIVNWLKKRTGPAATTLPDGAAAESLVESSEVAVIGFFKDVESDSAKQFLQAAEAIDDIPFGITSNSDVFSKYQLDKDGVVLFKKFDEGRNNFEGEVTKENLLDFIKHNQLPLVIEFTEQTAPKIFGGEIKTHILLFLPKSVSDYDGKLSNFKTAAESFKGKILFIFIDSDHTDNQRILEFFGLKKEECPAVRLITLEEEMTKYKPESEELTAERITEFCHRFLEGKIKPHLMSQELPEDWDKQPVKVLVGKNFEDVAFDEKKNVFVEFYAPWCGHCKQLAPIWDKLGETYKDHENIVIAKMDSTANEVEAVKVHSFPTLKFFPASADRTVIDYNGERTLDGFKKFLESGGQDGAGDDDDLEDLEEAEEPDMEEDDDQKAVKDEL
m5-HT2A agonist = mouse Htr2a agonists via beta-arrestin recruitment, primary screen, cell-based, luminescence; 5-hydroxytryptamine receptor 2A (Mus musculus), P35363; CHO-K1 mHTR2A beta-arrestin complementation; percent of 30 µM serotonin response; activation, % at 7.6 µM; hit rate 0.66% among 360,000; AID 624169, 2012;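 active = activation above a run cutoff, the mean activation of all tested compounds plus 3 SD, cut at about 14% in these data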;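 also: 0% = plate median of compound wells and 100% = 30 µM serotonin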
Target sequence (P35363 whole entry, looked up): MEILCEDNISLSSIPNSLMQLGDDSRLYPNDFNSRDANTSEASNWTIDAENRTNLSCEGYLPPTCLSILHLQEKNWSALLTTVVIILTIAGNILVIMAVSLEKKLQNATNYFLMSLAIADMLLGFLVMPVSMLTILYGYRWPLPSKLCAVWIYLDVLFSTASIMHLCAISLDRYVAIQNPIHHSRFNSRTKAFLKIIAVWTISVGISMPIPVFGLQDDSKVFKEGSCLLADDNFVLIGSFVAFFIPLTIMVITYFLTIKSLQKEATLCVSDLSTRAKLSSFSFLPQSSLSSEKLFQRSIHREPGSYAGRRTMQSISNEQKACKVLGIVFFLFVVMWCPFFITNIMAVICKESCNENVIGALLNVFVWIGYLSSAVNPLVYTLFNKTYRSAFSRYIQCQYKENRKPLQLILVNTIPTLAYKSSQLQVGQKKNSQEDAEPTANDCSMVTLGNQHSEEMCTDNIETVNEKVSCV
MITF TRPM1 inh = inhibitors of MITF-dependent TRPM1 promoter reporter, primary screen, cell-based, SK-MEL-5, single point, luciferase. SK-MEL-5 TRPM1 promoter luciferase, 24 h. inhibition, % at 12.5 µM. hit rate 0.83% among 330,000. AID 488899, 2010;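 active = mean inhibition across replicates of 60% or more, whatever share of single replicates reaches that level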; also: values of inactives mirror those of a sister screen read the other way
Peg3 prom inh = Peg3 promoter-driven luciferase inhibitors, primary screen, cell-based, HeLa, luciferase luminescence | HeLa PEG-Prom luciferase reporter, overnight | inhibition, % at 20 µM | hit rate 1.7% among 360,000 | AID 588405, 2011;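 active = inhibition of at least 50% at 20 µM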
Shn3 3UTR inh = reduction of Shn3 3'UTR firefly luciferase signal, primary screen, Schnurri-3 inhibitor project, cell-based, Clone20 osteoblasts, set 2; Clone20 osteoblast Shn3 3'UTR firefly luciferase, 24 h; inhibition, % at 12.5 µM; hit rate 0.52% among 360,000; AID 588674, 2011;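 active = mean inhibition of at least 75% with every replicate also reaching 75%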;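 also: 0% = median of neutral control wells and 100% = pilot-screen positive control compound; some compounds past the cut are filed as inactive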
hiPSC survival = enhancers of single-cell hiPSC survival, primary screen, ATPlite luminescence; hit rate 0.044% among 360,000; survival enhancement, % at 20 µM; 100% = ROCK inhibitor wells, 0% = DMSO; in the data active = survival enhancement above about 18%;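 also: cells exposed to compounds for 16 hours before the ATP read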
Cardio protect = cardioprotection against H2O2-induced cell death, primary screen, uHTS, H9c2 cells, ATPLite luminescence; AID 588492, 2011; H9c2 cardiomyocytes, H2O2 injury protection, 2 h; hit rate 0.63% among 360,000; protection from H2O2 cell death, % at 20 µM;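 active = compounds giving at least 50% protection of heart cells from peroxide-induced death in the single-dose screen, raw or plate-pattern-corrected value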;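 also: 0% = DMSO wells with peroxide and 100% = DMSO wells without peroxide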
* = called active by the depositor; . = no result given. The order is random (roughly 3.9% active in at least one column).

Molecule	NR2E3 ag-1	HIF-2a inh	CaV13 ICDI inh	NR2E3 ag-2	PDI turbidity	m5-HT2A agonist	MITF TRPM1 inh	Peg3 prom inh	Shn3 3UTR inh	hiPSC survival	Cardio protect
CCOc1cc(/C=C2/SC(=Nc3ccccc3)N(Cc3cccnc3)C2=O)ccc1OCC#N	-12	7	.	1	-14	4	4	-2	10	0.6	-8
COCc1cc(=O)[nH]c(/N=C(\N)Nc2ccc(C)cc2)n1	2	16	-7	-4	8	-2	2	5	4	-2.0	-3
COc1ccccc1Oc1c(C)oc2c(CN(C)C)c(O)ccc2c1=O	1	19	-5	6	-14	2	13	12	21	1.4	5
NNC(=O)c1n[nH]c2c1CC(C1CCCCC1)CC2 (stereo not drawn)	-3	1	-6	-1	-2	2	9	-10	6	-0.7	7
c1ccc(C[C@H]2CN=C(Nc3ccccc3)N2CC2CCCC2)cc1	3	-17	-8	.	.	3	.	.	.	-0.2	.
CON(C)C(=O)/C=C/CCCCNC(=O)OC(C)(C)C	-43	5	-5	.	-4	-4	-8	-2	-12	0.2	11
Cc1ccc(N(C(C)C(=O)Nc2ccc(S(=O)(=O)N3CCOCC3)cc2)S(C)(=O)=O)cc1C (stereo not drawn)	7	5	-5	3	-4	-3	-4	5	17	6.7	-6
O=C(O)c1ccc(-c2nnn(Cc3ccccc3F)n2)cc1	-9	14	-7	-3	6	4	0	2	1	-0.4	-5
CC(=O)Nc1ccc(NC(=O)COC(=O)c2ccc(Cl)nc2)cc1	7	1	-6	.	-1	8	3	5	1	1.1	-5
O=c1[nH]c(SCc2cccc([N+](=O)[O-])c2)nc2[nH]ncc12	10	13	-8	2	0	1	-1	4	11	-1.6	24
O=c1ncn(-c2ccccc2C(F)(F)F)c2ncccc12	7	4	-16	2	4	5	-5	5	1	-2.3	0
COc1ccc(C(=O)N/N=C/c2ccc(OC)c(COc3ccc(F)cc3F)c2)cc1	2	-3	-6	2	-8	-10	-8	31	20	-0.1	0
COc1ccnc(N=CNOCc2ccc(Cl)cc2)c1C#N	-25	-55	6	3	2	-4	-47	-20	-5	0.3	9
CC(COC(=O)c1ccccc1)(COC(=O)c1ccccc1)/[N+]([O-])=C/c1ccccc1	20	11	-3	-4	-7	-6	10	-5	-5	-1.8	4
COc1ccc(NC(=O)c2oc3ccccc3c2NC(=O)C(C)(C)C)cc1	3	-95	-5	4	-3	-8	-11	-39	19	-1.2	-3
COC(=O)C1=CN(Cc2ccc(F)cc2)C=C(C(=O)OC)C1c1ccc(O)c(OC)c1	-20	15	7	.	-8	-6	5	22	-3	0.0	0
Cc1ccccc1-n1nc(C(=O)O)cc1-c1ccccc1	-14	10	-2	2	-2	-1	9	2	8	-0.4	1
Cc1cc(OCC(C)C)ccc1/C(O)=C1/C(=O)C(=O)N(Cc2cccnc2)C1c1ccncc1 (stereo not drawn)	-7	9	.	14	1	2	7	3	3	-4.1	3
CCc1ccc(/C=C/C(=O)c2c(C)cc(C)[nH]c2=O)cc1	33	52*	-2	0	1	-2	28	64*	-2	-2.1	6
Cc1ccc2c(c1)C(=O)C(=O)N2Cc1ccc(C(F)(F)F)cc1	-1	-13	.	.	2	-1	11	3	-1	-3.2	-8
O=C1/C(=C/N(C(=O)c2ccco2)c2ccc(Br)cc2)Sc2ccccc21	-125	-47	.	-4	17	-2	-30	-62	-65	-2.0	-19
CCOC(=O)[C@]12CCC=C1N(CCC1=CCCCC1)C(=O)[C@H](CC(=O)N1CCCCC1)C2	-2	4	-9	.	.	1	.	.	.	-0.2	.
NC(=O)CC(NC(=O)c1ccccc1)c1ccc(N2CCN(c3ccc(F)cc3)CC2)c([N+](=O)[O-])c1 (stereo not drawn)	11	8	-12	-3	-10	-8	11	-10	75	-2.5	-16
O=C(Oc1ccccc1)c1ccc2nccnc2c1	6	17	-4	3	-14	-1	-1	20	-1	-1.2	2
O=C1NC(=O)/C(=C\c2ccc(O)cc2O)S1	-75	-34	-5	-2	-1	2	2	-37	-9	-1.0	19

Peg3 prom inh, hit marks shown above
compound | NR2E3 ag-1 | HIF-2a inh | CaV13 ICDI inh | NR2E3 ag-2 | PDI turbidity | m5-HT2A agonist | MITF TRPM1 inh | Peg3 prom inh | Shn3 3UTR inh
CCc1ccc(/C=C/C(=O)c2c(C)cc(C)[nH]c2=O)cc1 | 33 | 52* | -2 | 0 | 1 | -2 | 28 | 64* | -2

Further compounds follow.
Molecule	NR2E3 ag-1	HIF-2a inh	CaV13 ICDI inh	NR2E3 ag-2	PDI turbidity	m5-HT2A agonist	MITF TRPM1 inh	Peg3 prom inh	Shn3 3UTR inh	hiPSC survival	Cardio protect
CCn1c(COc2cccc(C)c2)nnc1SCC(=O)Nc1cccc(C(=O)O)c1	12	9	.	9	16	3	-4	-5	-3	3.3	-1
COc1ccc(Cl)cc1NC(=O)CCCC(=O)c1ccccc1	1	-6	-4	-1	-4	-12	8	7	10	1.2	3
COc1cc(C(=O)NCc2nnc(SCC(=O)NC3CCCC3)o2)cc(OC)c1OC	14	18	-3	3	14	8	-4	6	9	0.1	4
COc1ccc(/C=C/c2cc(=O)c3cc(Cl)ccc3o2)cc1	-17	-136	-3	-6	0	-1	-8	-110	-6	-1.7	2
Cc1cc(C(=O)CCl)c(C)n1CCc1ccc(F)cc1	-3	-5	0	1	1	-4	88*	56*	70	-1.2	-14
CC(C)(C)N(NC(=O)Nc1ccccc1)C(=O)c1ccccc1	-34	7	-2	0	-16	0	-8	-1	-19	-0.8	8
Cc1cc(=O)[nH]c(NN=Cc2c(Cl)cccc2Cl)n1	-24	-45	-10	.	17	-5	0	-27	12	-0.4	1
c1ccc(SC23CCCCN(CCC2)[C@]32CO2)cc1 (stereo partly drawn)	-14	2	-3	.	.	8	.	.	.	-0.2	.
Cc1ccc2c(c1)N(CCCC(=O)NCCC1=CCCCC1)C(=O)CO2	-26	-44	-6	-1	3	0	-50	-15	5	-0.9	-1
Cc1ccc(-c2cc(C(=O)NCCN3CCOCC3)c3ccccc3n2)o1	-20	0	.	0	-4	-5	-5	9	0	-0.1	0
O=C(CN1CCN(c2cccc(Cl)c2)CC1)NCc1ccccc1	18	8	-4	3	20	-5	5	28	13	-0.8	7
Cc1csc(SCC(=O)Nc2nnc(C)s2)n1	-10	0	-4	1	4	1	-3	-7	-4	-0.7	0
Cc1nnc2sc(-c3ccncc3)nn12	20	17	.	1	-3	3	-9	-15	1	-3.3	0
COc1ccccc1C(=O)C(=O)c1ccccc1OC	-15	6	-5	.	-2	-6	9	4	48	-1.3	7
COC(=O)CSC1=NS(=O)(=O)c2ccccc21	-63	-21	.	4	-3	-1	53	74*	-4	-2.6	6
Cc1cc2c(cc1S(=O)(=O)NCCc1ccccc1)NC(=O)CO2	-13	5	-3	-5	5	-8	4	-2	-22	-0.5	-3
CC1(C)Cc2sc3c(=O)[nH]c(=S)[nH]c3c2CO1	-17	8	-16	0	0	2	6	6	-13	-0.1	2
CC1=CC=CN2C1=NC(=O)CC2(C)C(=O)N(CC(=O)NC1CCCC1)c1ccccc1C (stereo not drawn)	18	16	3	1	-2	4	17	7	-20	0.6	-6
COc1ccc(S(=O)(=O)N2CCOCC2)cc1NC(=O)CCc1c[nH]c2ccccc12	0	11	-5	3	3	2	-11	-2	15	0.2	1
COCC(=O)Nc1ccc(-c2cn3cccnc3n2)cc1	-33	-70	-7	1	-3	1	-20	-50	-34	-5.3	6
COC(=O)[C@H](C)NC(=O)Nc1cccc(Br)c1	29	16	-5	1	2	0	2	17	4	0.0	7

Compound profiles (already shown). Screens in order: NR2E3 ag-1 | HIF-2a inh | CaV13 ICDI inh | NR2E3 ag-2 | PDI turbidity | m5-HT2A agonist | MITF TRPM1 inh | Peg3 prom inh | Shn3 3UTR inh | hiPSC survival | Cardio protect
Shown for COc1ccc(/C=C/c2cc(=O)c3cc(Cl)ccc3o2)cc1 : -17 | -136 | -3 | -6 | 0 | -1 | -8 | -110 | -6 | -1.7 | 2
Shown for CCn1c(COc2cccc(C)c2)nnc1SCC(=O)Nc1cccc(C(=O)O)c1 : 12 | 9 | . | 9 | 16 | 3 | -4 | -5 | -3 | 3.3 | -1
Shown for Cc1cc(=O)[nH]c(NN=Cc2c(Cl)cccc2Cl)n1 : -24 | -45 | -10 | . | 17 | -5 | 0 | -27 | 12 | -0.4 | 1
Shown for COC(=O)CSC1=NS(=O)(=O)c2ccccc21 : -63 | -21 | . | 4 | -3 | -1 | 53 | 74* | -4 | -2.6 | 6
